ABHD4 inh: ABHD4 (mouse) inhibition, primary FP screen; inhibition, % at 8.92 µM; AID 720543; Q8VD66; purified mABHD4, FP-Rh probe fluorescence polarization; actives 0.54% (n = 370,000);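 active = inhibition exceeding the mean over every tested compound plus 3 SD, cut at about 30% in these data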;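 note: 0% = plate median of compound wells and 100% = S159A mutant with DMSO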
Target sequence (Q8VD66 whole entry, looked up): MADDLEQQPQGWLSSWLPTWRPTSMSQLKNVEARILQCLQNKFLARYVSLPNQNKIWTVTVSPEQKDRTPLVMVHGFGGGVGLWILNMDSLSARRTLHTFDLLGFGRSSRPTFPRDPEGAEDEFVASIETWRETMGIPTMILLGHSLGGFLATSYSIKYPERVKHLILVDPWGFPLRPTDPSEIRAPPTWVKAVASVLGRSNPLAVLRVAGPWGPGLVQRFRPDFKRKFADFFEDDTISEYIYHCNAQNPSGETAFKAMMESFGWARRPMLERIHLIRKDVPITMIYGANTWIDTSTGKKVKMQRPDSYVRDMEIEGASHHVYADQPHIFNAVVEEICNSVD
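Assay system: mouse ABHD4 enzyme, wild type / Also added: fluorescent activity-based probe FP-Rh / Doses: single nominal dose of 8.92 µM, 0.89% DMSO final / Timing: 45 min compound pre-incubation plus 60 min probe step, 25 °C / Signal: FP readout, ex 525 nm / em 598 nm / Control set: S159A mutant/DMSO as 100%, compound-well median as 0%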
TCR CD3 inh: blocks the human TCR-CD3 interaction; TAMRA-labeled TCR probe fluorescence, biochemical; inhibition, % at 9.4 µM; actives 0.37% (n = 360,000); in the data active = inhibition above about 19%;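 note: recombinant mutant TCR 2C K166C tagged with TAMRA read by polarization; 0% = receptor in buffer alone and 100% = receptor with positive control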
LEDGF integ inh: blocks HIV-1 LEDGF/p75-dependent DNA integration | TR-FRET IN-LEDGF/p75 DNA integration, Eu/Cy5 | inhibition, % at 3.7 µM | actives 0.64% (n = 370,000) | AID 743269;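 active = inhibition above the screen-wide mean plus 3 SD, cut at about 13% in these data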;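 note: signal is the Cy5 over europium emission ratio at 671 and 618 nm; 0% = plate median of compound wells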
TDP2 inh: blocks human TDP2 phosphodiesterase activity; recombinant TDP2, T5PNP hydrolysis, p-nitrophenol absorbance 415 nm; inhibition, % at 12.8 µM; AID 720702; O95551; actives 0.34% (n = 370,000);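 active = inhibition above the mean of all tested compounds plus 3 SD, set per campaign, cut at about 25% in these data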;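 note: 0% = DMSO with enzyme and 100% = buffer with substrate but no TDP2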
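Test system: human TDP2 enzyme; Input: 120 nM TDP2 per well; Buffer or medium: Mg2+-containing Tris-HCl buffer, pH 7.5; Reagent: 5 mM T5PNP; Dosing: 12.8 µM single point, 1% DMSO; Incubation: reaction 2 h, 37 °C; Detection: p-Nitrophenol epi absorbance; Read-out: % inhibition relative to enzyme-containing and enzyme-free wells; Replicates: single well per compound.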
rCAG binder: binds r(CAG) RNA repeats; AID 651821; actives 1.3% (n = 370,000); r(CAG) RNA repeat, TO-PRO-1 dye displacement fluorescence; inhibition, % at 3 µM;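 active = inhibition above the plate cutoff, the mean of all test compounds on that plate plus 3 SD, cut at about 35% in these data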;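 note: 0% = DMSO alone and 100% = 100 µM mitoxantrone as full dye displacement; higher means more dye released from RNA so lower well fluorescence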
PRMT1 inh: blocks human protein arginine methyltransferase 1; Q99873; recombinant PRMT1, activity-based probe fluorescence polarization; inhibition, % at 2.79 µM; actives 1.3% (n = 370,000);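 active = inhibition above about 21% made by adding two undisclosed values, limit read from the data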
PG9 Ab binder: binds the HIV-1 gp120 antibody PG9; inhibition, % at 6.7 µM; actives 0.43% (n = 360,000); TR-FRET gp120-PG9 antibody binding; in the data active = inhibition above about 8.5%
NR1D1 modulator: Rev-erb alpha (human) modulation | AID 1259318 | activity, % at 10 µM | Rev-erbα–FITC-DNA binding, fluorescence polarization, 90 min | P20393 | actives 0.79% (n = 370,000);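 active = activity above about 14%, limit read from the data; passing the limit was not always enough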;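 note: 0% = DMSO wells with 35 nM protein and 100% = DMSO wells with 750 nM protein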
SIAE primary: inhibitors of human sialic acid acetylesterase SIAE; Q9HAT2; SIAE FP-Rh probe binding, fluorescence polarization; inhibition, % at 9.66 µM; actives 0.69% (n = 370,000); AID 1053197;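 active = inhibition above a cutoff: mean of compounds within the control limits plus 3 SD of those, cut at about 17% in these data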;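 note: 0% = plate median of compound wells and 100% = probe without SIAE protein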
Target sequence (Q9HAT2 whole entry, looked up): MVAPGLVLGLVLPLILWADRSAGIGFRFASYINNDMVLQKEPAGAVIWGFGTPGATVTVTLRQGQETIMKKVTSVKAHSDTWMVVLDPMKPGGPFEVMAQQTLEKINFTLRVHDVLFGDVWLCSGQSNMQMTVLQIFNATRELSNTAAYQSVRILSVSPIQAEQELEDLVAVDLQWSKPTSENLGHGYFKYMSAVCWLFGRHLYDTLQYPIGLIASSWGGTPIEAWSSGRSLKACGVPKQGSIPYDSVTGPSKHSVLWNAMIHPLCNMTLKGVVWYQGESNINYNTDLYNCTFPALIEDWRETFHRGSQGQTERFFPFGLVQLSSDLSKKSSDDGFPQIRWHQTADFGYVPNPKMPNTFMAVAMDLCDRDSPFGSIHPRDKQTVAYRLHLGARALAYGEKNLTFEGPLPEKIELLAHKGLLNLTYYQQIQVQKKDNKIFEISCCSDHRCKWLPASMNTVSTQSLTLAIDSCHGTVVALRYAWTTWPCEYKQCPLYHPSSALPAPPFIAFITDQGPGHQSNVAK
HTRA1 inhibitor: blocks human HTRA1 serine peptidase; Q92743; recombinant HTRA1, FP-rhodamine activity-based probe, fluorescence polarization; inhibition, % at 5.96 µM; actives 0.5% (n = 340,000); in the data active = inhibition above about 36%;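 note: 0% = enzyme with DMSO and 100% = wells lacking enzyme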
* hit, by the source's call; . = not tested or not shown. This is a subset; rates above refer to the full screens.

SMILES	ABHD4 inh	TCR CD3 inh	LEDGF integ inh	TDP2 inh	rCAG binder	PRMT1 inh	PG9 Ab binder	NR1D1 modulator	SIAE primary	HTRA1 inhibitor
CC(C)(C)Nc1nc2ccc([N+](=O)[O-])cc2o1	1.5	2.9	1.0	-8.0	-3.5	2.5	-0.3	-0.7	-1.6	1.7
CCC(=O)N1CCCc2cc(S(=O)(=O)N3CCN(c4ncccn4)CC3)ccc21	2.5	2.6	-3.5	5.5	1.2	-4.0	-0.4	1.7	-11.2	-2.8
CCOC(=O)c1cc(-c2cccs2)nc2onc(C)c12	-1.2	3.7	0.2	-2.8	3.2	2.2	-1.8	7.1	-6.0	-4.5
Cc1ccc(-c2cc(C(=O)OCn3nnc4ccccc4c3=O)c3ccccc3n2)cc1	14.3	2.5	-3.1	-0.7	0.4	-1.5	-0.4	6.1	-5.8	1.9
Cc1nnc(SCC(=O)Nc2sccc2C#N)s1	7.0	6.0	0.7	-3.1	7.4	8.6	1.6	-6.3	0.0	1.1
O=C1CC(=O)N(CCNc2ncc(C(F)(F)F)cc2Cl)C(=O)N1	-6.1	-4.3	0.1	3.1	51.4*	6.9	0.1	0.0	-2.7	-12.0
O=C(c1nc2ccccn2c1CNCC1OCCc2ccccc21)N1CCOCC1 (configuration not stated)	8.0	1.0	1.3	2.6	-6.1	1.7	-1.4	1.1	0.6	-2.3
CCc1nc2ccc(C(=O)NCCCN3CCCC3=O)cn2c1N(C)C(=O)C1CCCCC1	8.4	-1.9	-3.6	-2.9	-1.6	-0.9	0.8	-2.3	2.2	.
O=c1c2c3nc4ccccc4nc3n(/N=C/c3ccco3)c2ncn1CCC1=CCCCC1	-6.0	-5.7	-4.2	-9.1	1.1	2.2	1.0	6.8	-3.4	-3.9
CCOC(=O)Nc1ccc(OC)c([N+](=O)[O-])c1	-4.2	0.3	0.6	8.9	-1.2	-0.2	0.6	-1.5	-0.2	-2.5
C(=N\n1cnnc1)/c1ccc2ncccc2c1	0.8	-0.3	-3.1	12.8	0.0	-3.4	-0.2	1.6	3.3	3.5
CN(C)S(=O)(=O)c1cccc(NC(=S)Nc2ccc(Cl)cc2Cl)c1	-1.5	-0.5	-1.3	7.0	6.6	4.1	0.9	-1.4	-1.6	3.1
NC(=O)C1CC(=O)N(c2ccc(OCC(=O)Nc3cccc(C(F)(F)F)c3)cc2)C1 (configuration not stated)	-0.8	-2.2	3.2	11.4	-2.5	-1.0	-0.1	-5.3	-0.2	0.7
Cc1nc2ccccc2c(=O)n1/N=C/c1ccncc1	-0.8	3.3	0.8	3.1	-0.3	-1.8	-0.5	-5.2	3.0	-5.4
CC(C)CN1C(=O)C[C@@]2(C(=O)N(C)c3ccc(NS(=O)(=O)C4CC4)cc32)C1c1ccccc1 (some centres not stated)	-1.2	.	2.9	14.5	2.8	-0.1	.	-0.7	-5.9	.
Cc1ccc2c(CSc3nncs3)cc(=O)oc2c1	-1.0	0.9	3.2	2.8	6.7	-2.5	-1.6	-3.2	1.2	-7.3
C=CCn1cccc(C(=O)Nc2ccc(OCC)cc2)c1=O	2.4	11.4	1.6	-3.4	-3.6	-0.2	0.4	0.5	0.1	-1.0
CCCCN1CC(N2CCN(Cc3ccccc3)CC2)CS1(=O)=O (configuration not stated)	-8.3	8.8	-2.5	-11.0	0.6	-1.0	-0.5	4.8	-2.0	.
C[C@@H](C(=O)Nc1nc2ccccc2s1)N1C(=O)C2CC=CCC2C1=O (some centres not stated)	-4.0	-5.5	1.6	4.7	2.8	5.5	1.3	2.0	4.1	-0.8
CCn1c(SCC(=O)N2CCCc3ccccc32)nc2cccnc21	4.6	4.9	-1.4	-3.9	-3.4	0.7	-2.4	2.9	0.6	-1.5

In the list so far, these contain fluorine:
SMILES	ABHD4 inh	TCR CD3 inh	LEDGF integ inh	TDP2 inh	rCAG binder	PRMT1 inh	PG9 Ab binder	NR1D1 modulator	SIAE primary	HTRA1 inhibitor
O=C1CC(=O)N(CCNc2ncc(C(F)(F)F)cc2Cl)C(=O)N1	-6.1	-4.3	0.1	3.1	51.4*	6.9	0.1	0.0	-2.7	-12.0
NC(=O)C1CC(=O)N(c2ccc(OCC(=O)Nc3cccc(C(F)(F)F)c3)cc2)C1 (configuration not stated)	-0.8	-2.2	3.2	11.4	-2.5	-1.0	-0.1	-5.3	-0.2	0.7

Other results.
SMILES	ABHD4 inh	TCR CD3 inh	LEDGF integ inh	TDP2 inh	rCAG binder	PRMT1 inh	PG9 Ab binder	NR1D1 modulator	SIAE primary	HTRA1 inhibitor
O=C(O)c1cccc(-n2cc(-c3cccc(C(F)(F)F)c3)cn2)c1	-15.7	-4.3	-2.9	-6.1	24.0	5.8	-0.8	-5.4	-6.5	-18.1
O=C(COc1ncnc2c(Cl)cc(Cl)cc12)N1CCN(S(=O)(=O)c2ccccc2)CC1	-3.6	-2.5	-2.0	-8.3	3.4	2.0	-0.4	25.2*	-2.4	3.7
COCc1cc(C)n(CC(=O)OC)c(=O)c1C#N	-1.9	-3.5	2.0	-4.6	2.3	-1.5	0.0	5.1	0.9	2.8
CS(=O)(=O)c1cnc(-c2cccnc2)nc1N	-8.7	2.6	-8.6	-4.1	-0.8	1.0	0.2	3.6	-0.9	-1.6
Cc1cc(C)c2nc(N3CCOCC3)c(C#N)cc2c1	-2.7	1.0	0.2	-0.5	-1.6	-2.7	-3.2	-2.6	-7.6	-7.0
COc1cccc(C(=O)Nc2ccc(N3CCCC3)cc2)c1	4.3	-0.7	-0.9	-11.6	0.3	-1.4	-10.9	0.0	1.8	19.6
CC1(C)C(C(=O)OCC(Cl)(Cl)Cl)N2C(=O)C(NC(=O)Cc3ccccc3)C2S1=O (configuration not stated)	7.8	4.7	-2.3	3.5	-4.1	14.3	-0.3	-0.3	6.7	2.4
O=CN1CCN(C(C(=O)NC2CCCC2)c2cc3c(cc2[N+](=O)[O-])OCO3)CC1 (configuration not stated)	16.0	-7.6	-3.1	10.5	3.8	7.3	-3.4	-1.0	6.0	1.1
CCc1cc(C(=O)N2CCCC(C(=O)c3ccc(Cl)cc3)C2)no1 (configuration not stated)	1.2	-11.4	2.9	-7.5	-2.6	-0.5	1.5	9.1	7.4	-8.6
CCOC(=O)C1CCN(C(=O)CCn2c(=O)[nH]c3ccsc3c2=O)CC1	2.9	4.2	0.1	-4.5	1.1	-0.2	-2.4	-1.9	-5.4	12.3
CCOC(=O)/C(=C/c1cn(C)c2ccccc12)NC(=O)c1ccccc1	-1.5	3.5	-0.8	12.7	0.0	-1.4	0.8	2.7	9.2	-4.0
Cc1ccccc1CS(=O)(=O)Cc1ccc(C(=O)Nc2cccc(Cl)c2F)o1	-8.4	.	-0.2	-0.8	5.7	-3.5	.	4.7	-4.3	.
CCc1ccc(OCCCC(=O)NCc2ccco2)cc1	-8.3	-6.0	2.5	-8.5	2.6	5.2	-2.9	2.7	1.8	1.6
CN(C)c1ccc(C(=O)NC2CCCc3ccccc32)cc1 (configuration not stated)	-3.2	3.9	-0.5	5.8	-2.7	0.9	-2.5	-5.1	7.6	3.5
COc1ccccc1N1CCN(C(=O)CSc2nnc(NC(=O)C3CCC3)s2)CC1	4.8	-1.3	-1.8	10.8	-0.4	-1.0	-1.7	-0.7	3.1	5.3
CCOC(=O)C1=C(CC)Nc2ccccc2N=C1NC(=O)c1cc(S(=O)(=O)N(C)C)ccc1Cl	4.0	4.1	0.1	10.0	2.8	-4.1	0.6	3.4	-1.9	-1.1
Cc1ccc(-c2cnc3c(Cl)c(C)nn3c2)cc1	0.4	1.7	-2.7	3.5	-0.6	-0.5	-0.4	-15.4	-4.9	-2.2
Cc1ccc(N(CN2C(=O)C3C4CCC(C4)C3C2=O)C(=O)c2ccco2)cc1 (configuration not stated)	-0.5	-1.8	2.1	1.8	-6.2	-3.3	-1.1	4.0	4.2	-4.1
CCCCN1CC(COCc2ccccc2)OCCS1(=O)=O (configuration not stated)	-1.3	-3.1	-5.1	-3.4	-3.2	4.7	-1.6	-8.2	-0.1	4.5
COc1ccc(NC(=O)C2CCCN(c3ncnc4onc(-c5ccc(F)cc5)c34)C2)cc1 (configuration not stated)	-0.8	-10.0	0.5	3.0	0.9	2.2	-1.2	1.4	1.5	-10.7
Cc1cccc(C)c1OCC(=O)Nn1c(C)nc2ccccc2c1=O	1.5	-0.6	2.5	10.1	0.3	-0.8	1.4	-6.1	3.4	0.0
CC1CCCCN1C(=O)CSc1nnc(-c2ccccc2F)o1 (configuration not stated)	1.5	9.1	1.9	12.2	-1.7	2.6	-1.8	-0.7	-1.1	-3.5
COc1ccccc1OCCNC(=O)CNC(=O)c1ccc2c(c1)OCO2	-0.5	2.0	3.8	1.3	-0.6	-3.2	-0.7	-5.2	-4.0	-2.0
COCCNc1nc2c(c(=O)n(Cc3cccc(Cl)c3)c(=O)n2C)n1C	4.2	2.9	-11.7	-7.8	0.9	1.5	-0.7	2.9	0.0	5.9
CC1(C)C(=O)CCC2(C)C1=CCC1C2C(=O)CC2(C)C1CCC2(O)C(=O)CO (configuration not stated)	-5.1	-4.0	-2.0	-2.5	3.4	-1.1	-0.9	0.6	3.7	0.3
S=C(NNc1ccnc2cc(Cl)ccc12)Nc1ccccc1Cl	17.3	7.1	-0.2	-1.6	19.8	9.1	-1.3	8.3	24.4*	-10.1
Cc1ccc(CN2CCN(Cc3cccc4c3OCO4)CC2CCO)cc1 (configuration not stated)	-3.4	-8.0	3.1	-15.7	-3.6	-1.4	-1.4	4.5	0.1	-2.2
ON=C1/C(=N\O)CC2(C/C1=N/O)OCCO2	-5.2	0.8	-0.1	-0.1	1.4	-3.7	-2.8	.	7.5	16.7
CCOC(=O)Cc1c(C)c2c(O)cc(O)cc2oc1=O	-1.2	-1.3	2.0	4.7	3.4	-0.3	1.5	-4.0	6.2	1.1
CN(CC(=O)Nc1ccc(F)cc1)C(=O)C1CCN(S(=O)(=O)c2ccc3c(c2)OCCO3)CC1	-10.0	-2.0	-3.2	-1.9	5.4	4.5	3.5	4.0	-2.6	-0.3
CC(Cl)=CCn1c(NCCc2ccccc2)nc2c1c(=O)n(C)c(=O)n2C	-2.6	4.2	-1.9	2.6	3.2	-3.3	2.6	-6.2	8.7	.
COc1ccc(/C=C/c2nc(-c3ccccc3O)n(-c3ccccc3)n2)cc1	-15.5	4.8	0.3	-1.7	3.8	-1.1	-0.8	-0.6	-2.3	-19.0
COc1ccccc1Cn1c(=O)c2ccccc2n2c(SCc3csc(C)n3)nnc12	-5.0	4.2	-0.2	-7.0	-5.1	3.9	-1.8	-4.0	-1.3	-6.3
CCOc1ccccc1CNC(=O)C(C)n1nc(C)c2c(C)n(-c3ccccc3)nc2c1=O (configuration not stated)	0.1	3.4	1.1	-3.2	-5.8	-2.6	-0.4	-2.8	-7.0	-1.2
CCCCN1C(=O)C(O)=C(C(C)=O)C1c1ccc(OC)cc1OC (configuration not stated)	-5.5	-4.9	4.2	-4.0	0.3	1.6	-0.4	-3.4	3.0	-1.2
COc1ccc(-c2cc(NC(C)=O)c3ncc(-c4ccccc4)n3c2)c(OC)c1	-3.1	-4.0	-4.6	7.6	7.8	0.4	0.1	-5.6	8.3	.

From PubChem BioAssay
